RECQ1 helicase: RECQ1 (human) helicase inhibition. P46063. RECQ1 DNA unwinding, red fluorescence kinetic read. Potency, µM (series often up to 57.3 µM), for inactives: at the top dose activity, negative = inhibition, actives largely listed as inhibitors. hit rate 0.54% among 240,000;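 also: plate controls were vehicle for no effect and no enzyme for full effect; nearly all actives have a fitted effect of over 30% in size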
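50 nM RECQ1T1 preincubated 15 min with compound in Tris pH 8.0 buffer with MgCl2, DTT, Tween-20 and 2.5 ug/ml poly(dI-dC); started with 200 nM TAMRA/BHQ-2 forked duplex and 2 mM ATP. Unwinding read as fluorescence (525/598 nm), two reads 2 h apart.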
TRb SRC2 PPI: disrupts binding of human TR beta to SRC2 | Potency, µM (titrated, usually from 106 µM), inactives show at the top dose activity change, negative = inhibition, actives largely listed as inhibitors | TRbeta-SRC2 peptide binding, fluorescence polarization; receptor liganded with 1 µM T3 | P10828 | hit rate 0.065% among 280,000;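 also: plate controls were bound peptide for no effect and peptide without receptor for full effect; nearly all actives have a fitted effect of over 50% in size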
Target sequence (P10828 whole entry, looked up): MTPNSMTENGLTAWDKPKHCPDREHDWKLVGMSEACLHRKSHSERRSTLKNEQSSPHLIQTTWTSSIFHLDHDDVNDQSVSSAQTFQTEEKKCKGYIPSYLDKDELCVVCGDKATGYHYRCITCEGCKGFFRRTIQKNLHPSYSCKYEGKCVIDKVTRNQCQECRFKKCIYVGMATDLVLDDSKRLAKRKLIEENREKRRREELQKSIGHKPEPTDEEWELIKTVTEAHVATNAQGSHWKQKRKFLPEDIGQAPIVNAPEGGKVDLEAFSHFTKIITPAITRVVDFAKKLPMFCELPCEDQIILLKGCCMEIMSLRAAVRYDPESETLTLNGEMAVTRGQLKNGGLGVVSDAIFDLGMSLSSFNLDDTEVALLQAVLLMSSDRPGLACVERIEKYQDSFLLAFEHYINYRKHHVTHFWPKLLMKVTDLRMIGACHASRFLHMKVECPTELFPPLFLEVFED
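Assay buffer: 20 mM Tris-HCl, 100 mM NaCl, 10% glycerol, 1 mM EDTA, 0.01% NP-40, 1 mM DTT, 1 uM T3, 5% DMSO; TRb LBD 0.6 uM, Texas Red SRC2 20 nM; FP after 5 hr.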
LMNA splice mod: modulators of lamin A splicing; HeLa LMNA splicing GFP/RFP minigene ratio, 48 h; Potency, µM (doses to about 46.1 µM), for inactives: at the top dose ratio change, negative = inhibition, hits mostly inhibitors; hit rate 0.01% among 200,000; active = well fitted inhibition curve with a large enough effect in the signal ratio, with a control signal flat, not every such curve was filed as active; inconclusive = small, poorly fitted or top-dose-only effect, or effect the other way, or a change in a side signal; the % refers to the signal ratio; also: % is scaled to controls: 0 for no effect and ±100 for the full control effect
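S3 HeLa cells stably expressing lamin A-EGFP splicing minigene plus DsRed2, 600 cells/well, 48 h compound exposure at 37C. Laser-scanning cytometry; analysed as GFP (500-530 nm)/RFP (575-640 nm) total intensity ratio; 0.5% DMSO vehicle.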
ALDH1A1 block: inhibitors of human aldehyde dehydrogenase 1A1. Purified ALDH1A1, NADH fluorescence, propionaldehyde substrate. Potency, µM (series often up to 75.3 µM), without a hit: at the top dose activity, negative = inhibition, hits mostly inhibitors. hit rate 7.3% among 220,000; active = well fitted inhibition curve with a large enough effect, not every such curve was filed as active; inconclusive = small, poorly fitted or top-dose-only effect, or another doubt; inactive = no such curve, though single readings can be large or run the other way;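 also: plate controls were no enzyme wells and a reference inhibitor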
RGS12 GoLoco inh: inhibitors of human Gai1-RGS12 GoLoco interaction (red fluorophore). P63096. Gai1:RGS12 GoLoco peptide FP, rhodamine, 10 min. Potency, µM (titrated, usually from 61.6 µM), for the others: at the highest dose activity, negative = inhibition, actives largely listed as inhibitors. hit rate 0.44% among 230,000; active = well fitted inhibition curve with a large enough effect, not every such curve was filed as active; inactive = no such curve, though single readings can be large or run the other way; also: % is scaled to controls: 0 for no effect and ±100 for the full control effect; nearly all actives have a fitted effect of over 30% in size; many of its hits are not listed in these tables
SMN2 splice enh: increases expression of the SMN2 splice variant; HEK293 SMN2-luciferase splicing reporter, luminescence, 30-36 h; Potency, µM (titrated, usually from 46.1 µM), without a hit: at the top dose activity change, positive = activation, usual class: activators; hit rate 2.8% among 210,000; AID 1458; also: % of control where 0% means no effect; nearly all actives have a fitted effect of over 55% in size
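HEK293 cells carry an SMN2 […]–luciferase reporter in which exon 7 inclusion puts luciferase in frame. Cells were plated 10-12 h before compound addition, then incubated 30-36 h at 37C. ONE-Glo luminescence was read; sodium butyrate at 4.5 mM final served as control.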
KDM4E inh: blocks human JMJD2E demethylase activity; JMJD2E catalytic domain, FDH-coupled NADH fluorescence (FDH is formaldehyde dehydrogenase); Potency, µM (top dose mostly 57.1 µM), for the others: at the top dose activity change, negative = inhibition, usual class: inhibitors; hit rate 1.6% among 230,000; active = well fitted inhibition curve with a large enough effect, not every such curve was filed as active; inconclusive = small, poorly fitted or top-dose-only effect, or another doubt; inactive = no such curve, though single readings can be large or run the other way;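 also: 0% = wells with enzyme and -100% = buffer wells without enzyme; nearly all actives have a fitted effect of over 50% in size; many of its hits are not listed in these tables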
Target sequence (B2RXH2 1-337 limits assumed): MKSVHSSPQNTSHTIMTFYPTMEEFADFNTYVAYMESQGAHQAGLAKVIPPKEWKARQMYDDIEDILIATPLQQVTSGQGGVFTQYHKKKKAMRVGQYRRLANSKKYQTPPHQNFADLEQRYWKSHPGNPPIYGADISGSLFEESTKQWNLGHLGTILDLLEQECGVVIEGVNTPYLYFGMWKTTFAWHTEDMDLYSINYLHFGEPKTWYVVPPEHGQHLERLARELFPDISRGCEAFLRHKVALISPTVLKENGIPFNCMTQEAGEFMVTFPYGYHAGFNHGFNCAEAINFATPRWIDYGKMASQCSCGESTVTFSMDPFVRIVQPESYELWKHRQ
TexasRed fluor: alters Texas Red total fluorescence, flagging assay interference. TRb/SRC2 Texas Red total fluorescence interference. Potency, µM (doses to about 106 µM), inactives show at the highest dose fluorescence change, negative = quenching. hit rate 0.29% among 280,000; active = well fitted curve in either direction with a large enough effect; inconclusive = small, poorly fitted or top-dose-only effect; also: % is scaled to controls: 0 for no effect and ±100 for the full control effect
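Flags fluorescent or light-absorbing compounds by total fluorescence, S + 2P, at 555 nm excitation and 632 nm emission. Mixture: 20 nM Texas Red SRC2 peptide, 0.6 uM human TRb LBD, 1 uM T3, 5% DMSO; compound exposure 5 h at ambient temperature.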
The depositor's hits bear a star; i = inactive; ? = inconclusive; . = no result given; [ ] = another dose, or the depositor's remark. Unless noted, calls follow the shape of the dose curve; as a rule, active = well fitted curve in the direction sought with a large enough effect; inconclusive = small, poorly fitted or top-dose-only effect, or another doubt; inactive = no such curve, though single readings can be large; an effect the other way counts as inactive or inconclusive. Potency is read from the fitted curve at half-maximal effect. Only part of the results is shown, so the mix of outcomes need not match the whole.

1: CN1C(=O)/C(=N/OC(=O)c2ccccc2)c2ccccc21
2: CCCCCCNC(=O)C(=O)NCCc1ccc(Cl)cc1
3: Cc1ccc2c(c1)c(C)c(C)n2CC(O)Cn1nc(C)cc1C (stereo not drawn)
4: Cc1cc(C)cc(NC(=O)/C(C#N)=C/c2cn(CC(=O)NCc3ccco3)c3ccccc23)c1
5: O=C(Nc1cc(N2CCOCC2)ncn1)NC1(C(F)(F)F)Oc2ccc(Cl)cc2O1 (stereo not drawn)
6: O=C(Nc1cccnc1)c1ccc(COCC(F)(F)F)cc1
7: COc1ccc(S(=O)(=O)Nc2ccc(O)c3ccccc23)cc1
8: Cc1nc(NNC(=O)c2ccccc2)cc(-c2ccccc2)n1
9: CCN(CC(=O)NCc1ccc(F)cc1)c1ccc(S(C)(=O)=O)cc1[N+](=O)[O-]
10: O=C(CSc1cccs1)Nc1ccc2ccccc2c1
Compound | 1 | 2 | 3 | 4 | 5 | 6 | 7 | 8 | 9 | 10
RECQ1 helicase | -6% | -5% | i | -5% | -7% | -1% | -3% | -4% | -10% | -27%
TRb SRC2 PPI | 3% | -5% | 3% | -10% | -12% | 0% | ? | 2% | -2% | -16%
LMNA splice mod | 11% | 0%[46 µM] | 13% | 2% | ? | 1% | ? | -6% | . | 4%
ALDH1A1 block | ? | 7% | -4% | -1% | ? | -3% | ? | -3% | 7% | ?
RGS12 GoLoco inh | -6% | 13% | 44%[activator] | 5% | -2% | -3% | -24% | 11% | -6% | 20%
SMN2 splice enh | -8% | . | -7% | -22% | 20µM* | -1% | -91%[inhibitor] | -6% | . | 9%
KDM4E inh | -6% | -1% | ? | ? | 14µM* | 2% | 2% | 10% | 5% | -4%
TexasRed fluor | 0% | -3% | 2% | 0% | -4% | -2% | -1% | -2% | -2% | 2%

Fetched one by one from the list above (four):
6: O=C(Nc1cccnc1)c1ccc(COCC(F)(F)F)cc1
9: CCN(CC(=O)NCc1ccc(F)cc1)c1ccc(S(C)(=O)=O)cc1[N+](=O)[O-]
10: O=C(CSc1cccs1)Nc1ccc2ccccc2c1
2: CCCCCCNC(=O)C(=O)NCCc1ccc(Cl)cc1
Compound | 6 | 9 | 10 | 2
RECQ1 helicase | -1% | -10% | -27% | -5%
TRb SRC2 PPI | 0% | -2% | -16% | -5%
LMNA splice mod | 1% | . | 4% | 0%[46 µM]
ALDH1A1 block | -3% | 7% | ? | 7%
RGS12 GoLoco inh | -3% | -6% | 20% | 13%
SMN2 splice enh | -1% | . | 9% | .
KDM4E inh | 2% | 5% | -4% | -1%
TexasRed fluor | -2% | -2% | 2% | -3%

(more compounds)
11: O=C(CCCOc1ccccc1)N1CCN(c2ccccc2)CC1
12: CC(=O)NCC(=O)OCC(=O)c1ccccc1
13: Cc1ccc(-n2nc(C(=O)N3CCOCC3)cc2-c2ccc(Cl)cc2)cc1
14: COCCn1c(SCC(=O)Nc2cccc(C(=O)OC)c2)nc2ccccc2c1=O
15: Cc1coc2c1c(C)cc1oc(=O)c(Cc3ccccc3)c(C)c12
16: COc1ccc(-c2nc(SC(CC(=O)NCCN3CCOCC3)c3cccs3)n[nH]2)cc1 (stereo not drawn)
17: CC(O)c1ccc(-n2cnnn2)cc1 (stereo not drawn)
18: CCOC(=O)c1cc2c(=O)n3ccccc3nc2n(Cc2ccco2)c1=NC(=O)c1ccccc1OCC
19: CCOc1ccc(OCC(=O)Nc2ccc(OC)cc2[N+](=O)[O-])cc1
20: Cc1ccccc1NC(=O)COC(=O)c1cccnc1
Compound | 11 | 12 | 13 | 14 | 15 | 16 | 17 | 18 | 19 | 20
RECQ1 helicase | -11% | -16% | -7% | 17% | i | -7% | -11% | -6% | i | i
TRb SRC2 PPI | -4% | -5% | -11% | -2% | 8% | 4% | 6% | -11% | -4% | -7%
LMNA splice mod | 4% | 6% | 1% | -5% | ? | . | 10% | 6%[9.22 µM] | . | .
ALDH1A1 block | -4% | -16% | -1% | 0% | ? | -5% | 20% | ? | -2% | 3%
RGS12 GoLoco inh | 7% | 7% | 3% | 8% | 11% | 3% | -6% | 3% | -6% | 54%[activator]
SMN2 splice enh | ? | -11% | -19% | -8% | -7% | -21% | -1% | -12% | -30%[inhibitor] | 1%
KDM4E inh | -6% | 10% | -3% | 13% | ? | -5% | 3% | ? | -4% | -16%
TexasRed fluor | -3% | -2% | -1% | 0% | 1% | 0% | 1% | -1% | -6% | -5%

21: CCOc1cccc2sc(N(CCN(C)C)C(=O)c3ccc(Br)s3)nc12
22: CC(C)CCN(C(=S)Nc1cccc(C(F)(F)F)c1)C(C)c1ccccn1 (stereo not drawn)
23: CC(C)(CO)NCc1ccc(Br)cc1
24: COc1ccc(/C=C/C(=O)CCC(=O)O)cc1
25: CCCCSC(=S)NC1CCS(=O)(=O)C1 (stereo not drawn)
26: COc1ccc(OC)c(S(=O)(=O)n2nnc3ccccc32)c1
27: Cc1ccc(C)[n+](CC(=O)N2CCCCC2)c1
28: CCN(CC)CC(=O)c1ccc(-c2ccccc2)cc1
29: COc1cccc(Cn2c(=O)c(-c3cccs3)nc3cnc(OC)nc32)c1
30: Cn1c(=O)c2c(nc(Sc3ncnn3CC(=O)NC3CCCCC3)n2C)n(C)c1=O
31: CCOc1ccc(C(CC(=O)O)NC(=O)c2ccco2)cc1 (stereo not drawn)
32: C/C(=N\NC(=O)C1(C)NC(C)(C)Cc2ccccc21)c1ccccc1 (stereo not drawn)
Compound | 21 | 22 | 23 | 24 | 25 | 26 | 27 | 28 | 29 | 30 | 31 | 32
RECQ1 helicase | i | -8% | i | i | i | -7% | -1% | -30% | i | -5% | -9% | 19%
TRb SRC2 PPI | -4% | 1% | 1% | -2% | 4% | 1% | -2% | -20% | . | -3% | 0% | 0%
LMNA splice mod | ? | . | . | . | ? | 5% | ? | -10% | -1% | . | -9% | .
ALDH1A1 block | 8% | . | 1% | -4% | 10% | 9% | 4% | ? | ? | . | -3% | ?
RGS12 GoLoco inh | -9% | 5% | -9% | 4% | -8% | 2% | 6% | 11% | 6% | 4% | 4% | 2%
SMN2 splice enh | -9% | . | 6% | . | 2% | ? | -1% | 0% | . | . | 11% | -13%
KDM4E inh | -3% | -9% | -10% | -29% | 13% | -3% | 20% | ? | . | 0% | 2% | -1%
TexasRed fluor | -2% | 0% | -1% | 1% | 1% | -1% | 1% | -4% | . | -6% | 2% | 0%

Whole records from above.
COc1cccc(Cn2c(=O)c(-c3cccs3)nc3cnc(OC)nc32)c1 is listed with RECQ1 helicase = i; TRb SRC2 PPI = .; LMNA splice mod = -1%; ALDH1A1 block = ?; RGS12 GoLoco inh = 6%; SMN2 splice enh = .; KDM4E inh = .; TexasRed fluor = .
Cc1ccc(C)[n+](CC(=O)N2CCCCC2)c1 is listed with RECQ1 helicase = -1%; TRb SRC2 PPI = -2%; LMNA splice mod = ?; ALDH1A1 block = 4%; RGS12 GoLoco inh = 6%; SMN2 splice enh = -1%; KDM4E inh = 20%; TexasRed fluor = 1%

Screening data as filed in PubChem BioAssay.
